# Tat transport: E. coli Tat transport inhibition; E. coli MC4100 TorA-mCherry Tat export, fluorescence; inhibition, % at 10 µM; hit rate 0.036% among 340,000; AID 488895;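 active = mean replicate inhibition at least 50% and at least half of replicates individually reaching 50%; inconclusive = only one of the two criteria met; inactive = neither criterion met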;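 note: exported cargo escapes ClpAP degradation while cytoplasmic cargo is degraded and loses fluorescence; 0% = median of neutral control wells and 100% = median of NaSCN control wells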
# CAL PDZ FP-1: human CAL PDZ-peptide interaction inhibition; hit rate 0.02% among 330,000; AID 504414; purified CAL PDZ, TMR-peptide fluorescence polarization, 1 h; Q9HD26; inhibition, % at 20 µM;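 active = highest replicate inhibition of at least 40%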;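 note: plate controls were DMSO neutral control wells for no effect and unlabeled competitor peptide control wells for full effect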
#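 Assay system – tagged CAL PDZ protein CerCALP, purified · Timing – 1 h at RT · Compound – single point, 20 µM · Measured by – fluorescence polarization from S- and P-plane intensities, G-factor corrected · Evaluation – inhibition from polarization loss · Probe or stimulus – TMR reporter peptide T*-PRC34 · Buffer or medium – pH 7.4 phosphate-saline buffer, reducing agent, detergent, IgG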
# CDK5 p35 inh: blocks human CDK5/p35 kinase activity; Q00535+Q15078; Recombinant CDK5/p35, ADP-Glo luminescence, 60 min; inhibition, % at 10 µM; hit rate 0.01% among 330,000; AID 488839;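 active = highest replicate inhibition of at least 50% and at least 75% of replicates reaching 50%; inconclusive = only one of the two criteria met; inactive = both criteria failed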;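 note: plate controls were DMSO neutral control for no effect and GW8510 at 10 µM for full effect; many of its hits are not listed in these tables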
# MITF act: increases MITF-driven TRPM1 promoter luciferase signal | SK-MEL-5 TRPM1-promoter luciferase, 24 h; % of positive control, neutral wells = 0 | activation, % at 12.5 µM | hit rate 0.75% among 300,000;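 active = mean activation of at least 80% with every replicate also reaching 80%; inconclusive = mean reaches 80% but some replicate falls short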;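 note: 0% = neutral control wells and 100% = parthenolide positive control wells; values of inactives mirror those of a sister screen read the other way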
# dFosB act: enhances mouse delta FosB homodimer DNA binding; P13346; purified delta FosB, TAMRA-CDK5 oligo fluorescence polarization; percent of positive-control signal above neutral wells; activation, % at 25 µM; hit rate 0.99% among 340,000;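 active = mean activation above about 17%, with every replicate also reaching it, limit read from the data, passing the limit was not always enough; inconclusive = only one of the two conditions met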;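 note: fluorescence polarization rise as delta FosB binds a TAMRA Cdk5 AP-1 oligo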
# Target sequence (P13346 whole entry, looked up): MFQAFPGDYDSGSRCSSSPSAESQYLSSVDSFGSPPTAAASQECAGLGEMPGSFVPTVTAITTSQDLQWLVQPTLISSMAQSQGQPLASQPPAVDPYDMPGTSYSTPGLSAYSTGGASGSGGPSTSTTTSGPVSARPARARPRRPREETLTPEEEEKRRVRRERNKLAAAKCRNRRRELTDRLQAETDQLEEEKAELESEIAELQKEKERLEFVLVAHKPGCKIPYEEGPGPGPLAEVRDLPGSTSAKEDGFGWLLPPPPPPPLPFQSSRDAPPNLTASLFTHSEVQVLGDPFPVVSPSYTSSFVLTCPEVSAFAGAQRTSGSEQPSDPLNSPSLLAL
# V-ATPase pH: regulators of yeast V-ATPase proton transport; S. cerevisiae, pHLuorin cytosolic pH fluorescence; response, % at 10 µM; hit rate 0.37% among 350,000; AID 504577; in the data active = response mostly above about 7.3%, no sharp cut-off; inactive = mostly below about 5.4%; note: actives read high; inactives centre near 0; some compounds called inactive have numbers as strong as hits; reference of the scale not given here
# RTF Ca sens act: cardiac RTF calcium sensitization. IANBD-labeled TnC RTF fluorescence at EC20 calcium; 0% EC20 calcium, 100% full calcium. activation, % at 7.2 µM. hit rate 0.24% among 340,000. AID 493008;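 active = activation above the mean over all tested compounds plus 3 SD, cut at about 30% in these data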;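 note: rise in fluorescence read as greater calcium sensitivity of cardiac thin filaments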
# Rtt109 HAT inh: C. albicans Rtt109 histone acetyltransferase inhibition; purified Rtt109/Vps75, ThioGlo CoA-SH fluorescence, 4 h; inhibition, % at 34.9 µM; AID 540336; hit rate 0.16% among 330,000;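 active = inhibition of at least 50% in every replicate; inconclusive = best replicate reaches 50% inhibition but some replicates fall short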
# Target sequence (Q5AAJ8 whole entry, looked up): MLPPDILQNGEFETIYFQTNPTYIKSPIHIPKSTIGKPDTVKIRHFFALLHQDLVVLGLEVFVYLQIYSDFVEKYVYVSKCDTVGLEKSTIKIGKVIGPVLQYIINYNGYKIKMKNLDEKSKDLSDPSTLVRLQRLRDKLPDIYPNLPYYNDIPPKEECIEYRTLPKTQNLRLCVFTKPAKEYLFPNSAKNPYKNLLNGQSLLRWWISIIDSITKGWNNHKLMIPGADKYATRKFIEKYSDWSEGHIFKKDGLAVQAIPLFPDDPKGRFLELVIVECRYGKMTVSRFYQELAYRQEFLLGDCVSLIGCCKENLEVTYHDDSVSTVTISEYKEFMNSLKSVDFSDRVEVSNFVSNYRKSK
# Wnt act: activators of Wnt/beta-catenin signaling. Wnt/beta-catenin reporter cell assay, activator, plate reader. activation, % at 9.35 µM. hit rate 1.2% among 300,000. AID 743398; in the data active = activation above about 30%, passing the limit was not always enough; inconclusive = no clear call, values can overlap the other calls;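 note: 0% = neutral control wells and 100% = positive control wells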
# CAL PDZ FP-2: blocks peptide binding to the human CAL PDZ domain. Q9HD26. purified CAL PDZ, TMR-peptide fluorescence polarization, 1 h. inhibition, % at 24.9 µM. hit rate 0.92% among 300,000. AID 602252;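 active = mean inhibition of at least 30% with at least half of replicates also reaching 30%; inconclusive = no clear call, values can overlap the other calls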;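 note: 0% = DMSO neutral control and 100% = excess unlabeled competitor peptide PRC23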
# * hit, by the source's call; ? = inconclusive; . = not tested or not shown.
1. O=C(CCc1nnc(CCCCc2ccccc2)o1)N1CCCC(O)C1 (stereo not given)
2. CC(C)c1c(O)nc(SCCN(C)C)[nH]c1=O
3. NC(=O)CC(NC(=S)NCc1ccccc1)C(=O)O (stereo not given)
4. FC(F)(F)c1cccc(NC(=S)NNC(=S)NCc2ccccc2)c1
5. CC1CCCC(NC(=O)CSc2nncs2)C1C (stereo not given)
6. CN(C)S(=O)(=O)c1ccc(Cl)c(NC(=O)CN2CCCC2)c1
7. Cc1cccc(C)c1NC(=O)CSc1n[nH]c(=O)n1C1CC1
8. COc1ccc(/C=N/N2C(C)CCCC2C)cc1O (stereo not given)
9. CC(=O)Nc1nnc(-c2ccc(Cl)s2)o1
10. CC(NC(=O)c1c(O)c2ccccc2n(C)c1=O)c1ccccc1 (stereo not given)

screen / no.,1,2,3,4,5,6,7,8,9,10
Tat transport,5,-11,-1,5,8,-2,-4,-6,-2,-2
CAL PDZ FP-1,-2.2,-11,0.0,-0.2,0.0,-1.4,0.8,-0.4,0.0,-13
CDK5 p35 inh,1.3,-0.5,.,-19,0.4,-2.2,1.6,0.8,4.2,-0.3
MITF act,12,.,6,-7,-1,-8,-3,.,5,-10
dFosB act,-3,5,-4,-2,-2,-6,-2,-2,1,-6
V-ATPase pH,-7,-1,1,-2,-6,5,3,-5,-3,0
RTF Ca sens act,-3,-2,-6,6,-7,-2,-5,-8,-2,-1
Rtt109 HAT inh,-7,-1,-2,-24,-10,5,-2,2,-4,-11
Wnt act,6,.,-2,5,-2,-3,1,-2,1,2
CAL PDZ FP-2,-2,0,-2,-3,-4,-2,.,0,-3,-3

# Continued; the last 4 above are carried over.
7. Cc1cccc(C)c1NC(=O)CSc1n[nH]c(=O)n1C1CC1
8. COc1ccc(/C=N/N2C(C)CCCC2C)cc1O (stereo not given)
9. CC(=O)Nc1nnc(-c2ccc(Cl)s2)o1
10. CC(NC(=O)c1c(O)c2ccccc2n(C)c1=O)c1ccccc1 (stereo not given)
11. O=c1cc(-c2ccc(OCc3ccccc3)cc2)oc2cc(OCc3ccccc3)cc(OCc3ccccc3)c12
12. COc1ccc(Nc2cccc(Cl)c2)c(C(=O)O)c1
13. CN(CCOC(=O)C1c2ccccc2Oc2ccccc21)C(C)(C)C
14. Nc1ccc(Oc2ccc3c(c2)C(=O)N(CC2CCCO2)C3=O)cc1 (stereo not given)
15. CN1CCN(C(=O)c2cc(-c3cccc(Cl)c3)on2)CC1
16. Cc1cccc(NC(=O)CCN2C(=O)C3C4C=CC(C4)C3C2=O)c1 (stereo not given)
17. Clc1cccc(-c2nc(NCCN3CCOCC3)c3ccccc3n2)c1
18. COc1ccccc1-c1cnn2c(NC3CCCC3)cc(C)nc12
19. Cc1ccccc1C(=O)Nc1ccc(C(=O)O)cc1NC(=O)c1ccccc1C
20. Cc1nc(C)c(-c2csc(Nc3ncccc3C)n2)s1

screen / no.,7,8,9,10,11,12,13,14,15,16,17,18,19,20
Tat transport,-4,-6,-2,-2,-6,-5,7,-3,-7,2,-2,5,-6,-1
CAL PDZ FP-1,0.8,-0.4,0.0,-13,0.0,-0.3,-0.8,0.7,-0.9,-0.2,-1.7,0.4,-0.5,-12
CDK5 p35 inh,1.6,0.8,4.2,-0.3,-0.2,-2.0,2.6,0.3,-2.1,-2.6,-8.2,-1.1,0.3,1.1
MITF act,-3,.,5,-10,16,3,.,.,19,8,4,140*,-6,36
dFosB act,-2,-2,1,-6,-11,-2,-9,-3,-4,0,-30,-4,5,-5
V-ATPase pH,3,-5,-3,0,-1,1,-1,-4,3,4,-1,-1,0,-1
RTF Ca sens act,-5,-8,-2,-1,-2,-4,0,1,-2,3,4,2,1,-2
Rtt109 HAT inh,-2,2,-4,-11,-5,3,-17,4,1,-3,13,-7,.,6
Wnt act,1,-2,1,2,-2,1,.,24,.,-3,-2,25,1,15
CAL PDZ FP-2,.,0,-3,-3,-3,1,.,-2,0,1,.,-3,1,3

# Just Wnt act and V-ATPase pH, for some of the entries so far:
entry	mol	Wnt act	V-ATPase pH
13	CN(CCOC(=O)C1c2ccccc2Oc2ccccc21)C(C)(C)C	.	-1
14	Nc1ccc(Oc2ccc3c(c2)C(=O)N(CC2CCCO2)C3=O)cc1 (stereo not given)	24	-4
15	CN1CCN(C(=O)c2cc(-c3cccc(Cl)c3)on2)CC1	.	3

# The listing continues:
21. O=C(NC(=S)NCC1CCCO1)c1ccccc1F (stereo not given)
22. COCCCNc1nc2ccccc2nc1NS(=O)(=O)c1ccc(C)c(C)c1
23. COc1ccc(NC(=O)CSCc2cc(=O)n3ccsc3n2)cc1
24. CC(=O)Nc1ccc(NC(=O)CN(C)S(=O)(=O)c2ccc3ccccc3c2)cc1
25. O=C(O)CCCCCNC(=O)c1ccncc1
26. O=C(NNc1ncnc2c1cnn2-c1cccc(Cl)c1)c1ccco1
27. C=C1CC[C@@]23CC[C@]4(C)[C@@](OC2=O)([C@@H]3C1)[C@H]1O[C@H]1C1[C@@]2(C)CC[C@H](O)C(C)(C)C2CC[C@]14C (stereo not given in full)
28. COc1cc(Cl)c(C)cc1NC(=O)COC(=O)C1=NN(c2ccccc2)C(=O)CC1
29. Cc1ccc(C(=O)OCC(=O)Nc2ccc(N(C)C)cc2)cc1NC(=O)c1ccco1
30. O=C(Nc1c(F)c(F)c(F)c(F)c1F)C1CCCCC1

screen / no.,21,22,23,24,25,26,27,28,29,30
Tat transport,3,7,2,-4,6,-4,-2,1,2,10
CAL PDZ FP-1,-2.0,0.2,0.1,0.2,-0.4,-1.1,0.1,-1.0,-1.6,.
CDK5 p35 inh,-6.0,-0.2,1.2,0.6,0.5,-2.2,-0.7,-0.2,-1.8,1.3
MITF act,4,-8,-3,-4,-10,16,.,-3,-5,3
dFosB act,-5,-5,-8,2,1,5,-5,-13,-14,6
V-ATPase pH,1,1,3,-2,1,-4,-2,-2,-1,0
RTF Ca sens act,0,9,1,2,0,-2,-3,2,-3,1
Rtt109 HAT inh,-1,21,-12,2,-4,-7,-1,1,-2,4
Wnt act,-1,0,3,-2,-2,1,.,1,2,-3
CAL PDZ FP-2,2,4,-1,.,1,.,-1,-1,1,0

31. O=C(CCCN1C(=O)/C(=C/c2cccc(Br)c2)SC1=S)Nc1ccccn1
32. CC(NC(=O)c1ccc(N(C)C)cc1)C1CC2CCC1C2 (stereo not given)
33. O=C(Nc1ccccc1)N(CCN1CCOCC1)Cc1cccc(Cl)c1
34. Nc1ccc(C(=O)NCCCSc2ccccc2)cc1[N+](=O)[O-]
35. COCCNC(=S)N(C)C1(c2ccccc2Cl)CCCCC1=O (stereo not given)
36. Cc1cc(=O)[nH]c(-n2[nH]c(C)cc2=O)n1
37. O=C(COC(=O)c1cccnc1Cl)NCc1cccs1
38. CC(=O)N1CCN(S(=O)(=O)c2cccc(C(=O)OCc3cccc(F)c3)c2)CC1
39. Cc1ccc(CN2CC(C(=O)Nc3cc(C)ccn3)CC2=O)cc1 (stereo not given)
40. COC(=O)COc1ccc(S(=O)(=O)N2CCN(c3ccc(F)cc3)CC2)cc1

screen / no.,31,32,33,34,35,36,37,38,39,40
Tat transport,13,-5,-22,-10,0,-1,0,-8,9,-1
CAL PDZ FP-1,-0.7,0.1,0.2,-1.7,-0.9,-1.9,-4.1,0.4,-2.1,-1.1
CDK5 p35 inh,-1.1,-2.1,4.6,0.1,1.0,-0.2,-2.3,0.6,2.2,0.6
MITF act,-1,-16,1,19,5,3,-41,-1,22,12
dFosB act,-12,-7,-3,-5,-1,3,1,2,-4,-5
V-ATPase pH,-2,-3,-3,-4,-4,2,1,-2,-1,4
RTF Ca sens act,-2,-3,-4,0,2,-4,-3,1,-2,-1
Rtt109 HAT inh,-2,7,14,-2,8,6,1,4,-6,-2
Wnt act,1,.,-1,-1,-1,.,-1,-1,?,-1
CAL PDZ FP-2,0,-2,-8,-7,.,-3,0,-2,6,-8

41. CN(C)/N=C/c1cc([N+](=O)[O-])ccc1O
42. COC(=O)C1(Cc2ccccc2)NC(c2ccc(F)cc2)C2C(=O)N(C)C(=O)C21 (stereo not given)
43. CCN1CCN(Cc2ccc(NC(=O)Nc3ccccc3)cc2)CC1
44. COc1ccc(CCNC(=S)NC(=O)c2cccc([N+](=O)[O-])c2)cc1OC
45. COc1ccc(-c2csc(Nc3ccc(S(=O)(=O)Nc4cc(C)on4)cc3)n2)cc1
46. CC1(C)OCC(COC(=O)Nc2cccnc2)([N+](=O)[O-])CO1
47. CC(C)c1ccc(NC(=O)Cc2c(C(=O)O)n(C)c3ccccc23)cc1
48. O=C(c1ccccc1)c1cnc(Nc2ccccc2Cl)s1
49. O=C(C1CC(=O)N(c2ccc(F)cc2)C1)N1CCN(c2ccc(F)cc2)CC1 (stereo not given)
50. Cn1c(=O)n(C)c2cc3[nH]cnc3cc21
51. Cc1cc(C)c(C#N)c(SC(C(=O)NC(C)(C)C)c2ccccc2)n1 (stereo not given)
52. O=C(c1ccccc1)N1CCC(=O)N1c1ccccc1
53. Cc1ccc(CCNC(=O)c2ccc(CS(=O)(=O)c3ccccc3C)o2)cc1

screen / no.,41,42,43,44,45,46,47,48,49,50,51,52,53
Tat transport,0,-9,2,15,-5,-4,-3,11,1,-1,4,-1,7
CAL PDZ FP-1,-1.4,-1.5,-2.6,0.2,0.7,0.3,-1.2,-1.3,-1.9,-0.6,-1.1,-0.3,-1.7
CDK5 p35 inh,1.6,1.0,0.5,0.9,-1.6,0.0,-2.2,-0.5,-0.6,1.3,1.1,-0.4,-0.3
MITF act,-7,-2,18,-1,-9,-4,-3,98*,5,-12,.,21,-4
dFosB act,-7,9,-4,-5,-5,3,0,-6,-8,-3,2,-7,-8
V-ATPase pH,2,1,-2,2,-1,1,3,1,-2,2,-3,0,-5
RTF Ca sens act,-1,-3,2,0,-5,-4,1,-7,-3,-1,2,0,-2
Rtt109 HAT inh,-3,-8,-3,-5,11,-3,4,7,7,8,-3,3,-19
Wnt act,2,.,.,1,-2,-1,1,.,1,1,0,-3,-1
CAL PDZ FP-2,-2,-5,.,-7,-2,-1,-2,.,-4,42*,-5,-3,-1
